NPYLR7 agonist: mosquito NPYLR7 agonism | HEK293T NPYLR7/Galpha15, GCaMP6s calcium fluorescence | activation, % at 10 µM | 0.15% of 270,000 active; in the data active = activation above about 40%;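 note: 0% = vehicle and 100% = reference agonist at the receptor; some compounds past the cut are filed as inactive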
hcGAS lum: inhibitors of human cGAS. Q8N884. recombinant h-cGAS, ATP depletion, Kinase-Glo luminescence. inhibition, % at 12.5 µM. 0.081% of 290,000 active;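 note: 0% = vehicle reaction and 100% = reaction without DNA for no activity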
Target sequence (Q8N884 whole entry, looked up): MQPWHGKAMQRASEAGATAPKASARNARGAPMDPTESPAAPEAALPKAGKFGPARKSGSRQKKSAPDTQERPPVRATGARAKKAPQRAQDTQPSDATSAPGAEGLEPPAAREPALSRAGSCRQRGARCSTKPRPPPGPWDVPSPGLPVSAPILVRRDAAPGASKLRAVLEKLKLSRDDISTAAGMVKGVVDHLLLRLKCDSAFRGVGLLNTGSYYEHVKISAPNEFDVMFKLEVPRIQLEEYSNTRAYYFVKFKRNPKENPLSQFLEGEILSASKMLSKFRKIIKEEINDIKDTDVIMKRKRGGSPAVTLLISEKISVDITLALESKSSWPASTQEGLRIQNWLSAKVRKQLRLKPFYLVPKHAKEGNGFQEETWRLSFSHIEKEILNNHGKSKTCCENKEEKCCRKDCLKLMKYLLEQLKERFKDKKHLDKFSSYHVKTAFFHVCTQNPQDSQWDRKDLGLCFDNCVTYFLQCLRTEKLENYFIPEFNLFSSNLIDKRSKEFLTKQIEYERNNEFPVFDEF
mcGAS lum: inhibitors of mouse cGAS | inhibition, % at 12.5 µM | recombinant cGAS, Kinase-Glo ATP depletion luminescence | AID 1259399 | Q8C6L5 | 0.15% of 160,000 active;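 note: 0% = negative control wells and 100% = reference inhibitor with no enzyme activity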
* = called active by the depositor; x = no result given; & = joins results of further samples. Cut-off read from the data, not from the text of the source, unless noted: active = inhibition above about 40%; inactive = the rest.

| smiles | NPYLR7 agonist | hcGAS lum | mcGAS lum |
| --- | --- | --- | --- |
| CCOCCCN(CC(=O)N(Cc1cccn1Cc1ccccc1Cl)CC(C)C)C(=O)c1cccc(Br)c1 | -3 | -1 | -4 |
| Cc1ccc(C(CC(=O)NC(C)c2ccccc2)c2cn(C)c3ccccc23)cc1 (stereo not drawn) | x | -1 | -1 |
| O=C(CSc1nccs1)Nc1nc2cc3c(cc2s1)OCCO3 | 15 | -6 | -14 |
| Cc1ccc2nc(-c3ccccc3)nc(-c3cccc([N+](=O)[O-])c3)c2c1 | -6 | -3 | x |
| CCCCCCn1c(SCC(C)=O)nc2c1c(=O)[nH]c(=O)n2C | 0 | -9 | x |
| C=CCNC(=O)COc1coc(CN2CCN(c3cccc(Cl)c3)CC2)cc1=O | -2 | -8 | -7 |
| COCCCN(CC(=O)N(CCc1ccc(OC)c(OC)c1)Cc1ccco1)C(=O)C1CCC1 | x | -4 | -5 |
| CC(C)Cn1c(=S)[nH]c2scc(-c3cccs3)c2c1=O | 1 | -5 | x |
| CC(=O)N1CCN(Cc2nc3scc(-c4ccc5c(c4)OCO5)c3c(=O)[nH]2)CC1 | -4 | -1 | 0 |
| COc1ccc(C(=O)CN2CCC(C(=O)NC(c3ccc(Cl)cc3)c3ncccc3C)CC2)cc1 (stereo not drawn) | 7 | -4 | -2 |
| CC(C)c1[nH]n(-c2ccc(Cl)c(Cl)c2)c(=O)c1C1=C([n+]2ccccc2)C(=O)N(c2ccccc2)C1=O | 3 | -11 | -9 |
| O=C(c1cccc([N+](=O)[O-])c1)N1CCN(c2nc(-c3ccco3)nc3cc(Cl)ccc23)CC1 | -3 | -3 | -5 |
| CC1CCN(CC(=O)Nc2ccc(Br)cn2)CC1 | -4&0 | -3&1 | -1 |
| CCN(CC)C(=O)Oc1ccc2c(ccn2Cc2ccc(Cl)cc2)c1NS(=O)(=O)c1ccccc1C | -1 | -1 | -6 |
| CN1CCN(c2ccnc(C(=O)O)c2)CC1 | 0 | 2 | x |
| COC(=O)c1c(C)cccc1NCC(=O)Nc1ccccc1F | -1 | 1 | x |

Retrieved by structure from the entries so far (2):
| smiles | NPYLR7 agonist | hcGAS lum | mcGAS lum |
| --- | --- | --- | --- |
| CCCCCCn1c(SCC(C)=O)nc2c1c(=O)[nH]c(=O)n2C | 0 | -9 | x |
| CC1CCN(CC(=O)Nc2ccc(Br)cn2)CC1 | -4&0 | -3&1 | -1 |

Next section
| smiles | NPYLR7 agonist | hcGAS lum | mcGAS lum |
| --- | --- | --- | --- |
| O=C(CSc1nc(=O)n2ccccc2n1)NCc1ccccc1 | 2 | -11 | -8 |
| CCCNC(=O)N1CCc2cc(OC)c(OC)cc2C1CNC(=O)Nc1ccc(C)cc1 (stereo not drawn) | 10 | 1 | -3 |
| Cc1ccccc1COc1cn(CC(=O)Nc2cccc(C(F)(F)F)c2)c(CO)cc1=O | 3 | -7 | -6 |
| O=c1cc(-c2cc3ccccc3oc2=O)c2ccc(O)cc2o1 | 4 | -6 | -5 |
| Cc1ccc(C(c2ccccc2)N2CCN(S(=O)(=O)c3ccc(F)cc3)CC2)cc1 (stereo not drawn) | 4 | -4 | -6 |
| Cc1cc(Cl)ccc1S(=O)(=O)NCc1nccn1C(F)F | 6 | -5 | x |
| O=C(NCc1cccc(C(F)(F)F)c1)c1cc(-c2ccccc2)nn1-c1ccc(F)cc1 | -2 | -1 | -4 |
| Cc1ncc2c(c1CNC(=O)c1ccc3c(c1)OCO3)CCN(C(=O)C(C)Oc1ccccc1)C2 (stereo not drawn) | -2 | -3 | -4 |
| CCOC(=O)CCC(=O)N1CCN(c2nc3ccccc3nc2C)CC1 | 15 | -8 | -4 |
| O=C1C(=O)N(C23CC4CC(CC(C4)C2)C3)C(=S)N1c1ccccc1 | 4 | -2 | x |
| CC1(C(=O)NS(=O)(=O)c2ccc(C#N)cc2)CCN1C(=O)Cc1ccc(Cl)cc1Cl (stereo not drawn) | 4 | 2 | x |
| O=c1c2ccccc2nc(-c2ccccc2I)n1CCc1ccccc1 | 3 | -4 | -9 |
| CC(=O)Oc1ccc(/C=C2\N=C(c3ccc4c(c3)OCO4)OC2=O)cc1 | -1 | -3 | -5 |
| COCCn1cc(C(=O)Nc2cccnc2)c2nn(-c3ccccc3)c(=O)c-2c1 | 3 | -4 | -8 |
| O=C(C=Cc1ccc(F)cc1)N1CCN(S(=O)(=O)c2ccc3c(c2)OCCCO3)CC1 | 3 | -1 | -5 |
| Cc1cc(C)nc(NS(=O)(=O)c2ccc(NS(=O)(=O)c3ccc4c(c3)OCCO4)cc2)n1 | 3 | -2 | x |
| Cc1cccc(-c2nc(C)c(C(C)C)c(N3CCN(C(=O)c4ccc(Cl)cc4)CC3)n2)c1 | 4 | -3 | -9 |
| O=c1[nH]c(NC2CCCC2)nnc1Cc1ccc(F)cc1 | 8 | -8 | x |
| CCCn1c(=O)c(C(=O)Nc2ccccc2C)c(O)c2ccccc21 | -6 | -6 | -6 |
| COc1ccc2c(c1)C1(SCCN1C(=O)Nc1cccc(F)c1)C(=O)N2Cc1ccccc1F (stereo not drawn) | 2 | -8 | -7 |
| COC(=O)c1cc(-c2ccccc2)nc2c1c(C)nn2C1CCS(=O)(=O)C1 (stereo not drawn) | 13 | -11 | x |
| Clc1ccc2c(N3CCOCC3)nc(-c3cccs3)nc2c1 | -2 | 0 | -5 |
| O=C(c1ccco1)N1CCCN(c2nccc(N3CCCC(O)C3)n2)CC1 (stereo not drawn) | 2 | -6 | x |
| CC1(C)CC(=O)C=C(C(=O)N2CCC3(CCNC3=O)CC2)O1 | 10 | 1 | x |
| Cc1nn(-c2ccccc2Cl)c(C)c1CCC(=O)N(C)CCc1ccncc1 | 10 | -7 | x |
| Cc1c(Cl)c(C(F)(F)F)nn1CC(=O)NC(C)(C)C | -6 | -5 | -7 |
| CNc1cnc(-c2c(OC)cccc2OC)cn1 | 2 | 3 | x |
| Cc1nn(C)c(C)c1CC(=O)N(c1ccc(O)cc1)S(=O)(=O)c1ccccc1 | 10 | -7 | x |
| COc1ccc(NC(=O)c2sc(=O)n(Cc3ccc(C(=O)N(C)C)cc3)c2C)cc1 | 2 | 1 | x |
| N#CC1(C#N)[C@@H]2c3ccccc3C=CN2[C@@H](C(=O)c2ccc(F)cc2)[C@@H]1c1ccc(F)cc1 | 13 | -5 | 9 |
| Cc1cc(C)c2sc(NCC(C)C)nc2c1 | 4 | -7 | x |
| CN1C(=O)c2cccc(NC(=O)/C=C/c3ccccc3Cl)c2C1=O | -6 | 4 | x |
| Cc1ccc(Cl)c(OC2CC3CCC(C2)N3C(=O)c2ccc(CSc3nnnn3C)cc2)c1 (stereo not drawn) | 6 | -18 | -9 |
| Nc1n[nH]c(C(=O)N2CCCC(COc3cccc(F)c3)C2)n1 (stereo not drawn) | -1 | -9 | -13 |
| COc1ccc(S(=O)(=O)CC(=O)N(CCN(C)C)c2nc3c(C)ccc(Cl)c3s2)cc1 | 5 | 6 | x |
| O=c1c(CNCc2ccc(F)cc2)coc2ccccc12 | 19 | -4 | x |
| Cc1nc(N=Nc2ccc(C(=O)O)cc2)c(COP(=O)(O)O)c(C=O)c1O | 1 | 3 | 0 |
| COc1ccc(S(=O)(=O)Oc2ccccc2CN(Cc2ccc(F)cc2)C(=O)Nc2ccccc2OC)cc1 | -6 | -5 | -9 |
| COc1cccc(Cc2nc3c(c(N4CCOCC4)n2)CN(C(=O)CC(C)C)CC3)c1 | 16 | -3 | -3 |
| CCN1CCN(C(=O)CCN(C)S(C)(=O)=O)C(C)C1=O (stereo not drawn) | 7 | -4 | -11 |

Shown with each value named: part of the list above.
SMILES: COc1ccc(S(=O)(=O)CC(=O)N(CCN(C)C)c2nc3c(C)ccc(Cl)c3s2)cc1
  NPYLR7 agonist: 5	hcGAS lum: 6	mcGAS lum: x
SMILES: Nc1n[nH]c(C(=O)N2CCCC(COc3cccc(F)c3)C2)n1 (stereo not drawn)
  NPYLR7 agonist: -1	hcGAS lum: -9	mcGAS lum: -13
SMILES: COc1cccc(Cc2nc3c(c(N4CCOCC4)n2)CN(C(=O)CC(C)C)CC3)c1
  NPYLR7 agonist: 16	hcGAS lum: -3	mcGAS lum: -3
SMILES: CCN1CCN(C(=O)CCN(C)S(C)(=O)=O)C(C)C1=O (stereo not drawn)
  NPYLR7 agonist: 7	hcGAS lum: -4	mcGAS lum: -11

Additional records follow:
| smiles | NPYLR7 agonist | hcGAS lum | mcGAS lum |
| --- | --- | --- | --- |
| CSc1ccc(NC(=O)N2CCN(c3nc(-c4ccc(C)cc4)nc(C)c3C(C)C)CC2)cc1 | 21 | -1 | -5 |
| Fc1ccccc1-c1cn2c(n1)sc1ccccc12 | 3 | -15 | x |
| COc1ccccc1-c1onc(C)c1C(=O)NCCSCc1ccccc1 | 5 | -9 | -6 |
| COc1ncccc1C(=O)NCCc1ccc(Cl)s1 | 0 | -10 | -7 |
| C=CCn1c(SCC(=O)c2cc(C)n(CCOC)c2C)nc2scc(-c3ccccc3)c2c1=O | -11 | -6 | 2 |
| COC(=O)C1=C(C)NC2=C(C(=O)CCC2)C1c1ccccc1I (stereo not drawn) | -1 | -4 | -6 |
| CS(=O)(=O)N1CCN(C(=O)C2CN(C(=O)c3cccs3)CC23CCCCC3)CC1 (stereo not drawn) | x | -3 | -1 |
| CC(=O)C(C)n1c(CN2CCN(Cc3ccccc3)CC2)nc2c1c(=O)n(C)c(=O)n2C (stereo not drawn) | 2 | -4 | -9 |
| CCOC(=O)Cc1c(C)nc2ncnn2c1N1CCN(C(=O)C2CCCCC2)CC1 | 16 | 2 | -4 |
| COCC(=O)Oc1c(S(=O)(=O)c2ccc([N+](=O)[O-])cc2)c(C)nn1-c1ccccc1 | 0 | 6 | 0 |
| CCCn1cc(NC(=O)N(C)CCN(C)C2CCCCC2)ccc1=O | 5 | -6 | x |
| CN(CC1CCCCO1)C(=O)CCn1nnnc1CN1CCOCC1 (stereo not drawn) | -2 | -7 | -11 |
| NC(=O)CCn1cc(CN2CCOC3(CNCCOC3)C2)c2ccccc21 (stereo not drawn) | 5 | -10 | -11 |
| CCc1nnc(Cn2c3c(sc2=O)CCCC3)o1 | 3 | -6 | x |
| CC(C)c1ccc(CN2CCCC(O)(CN(C)Cc3ccoc3)C2=O)cc1 (stereo not drawn) | 6 | -8 | x |
| CCOC(=O)c1c(C)nc2sc(C)nn12 | 6 | 0 | x |
| COc1cccc(OC)c1C(=O)N1CCC2(CC1)C(=O)N(CC(=O)NCc1ccc(F)cc1)CN2c1ccccc1 | -2 | -13 | -4 |
| COc1ccc(CCNC(=O)c2cc3c(=O)n(C)c(=O)n(C)c3n2Cc2ccccc2)cc1 | 11 | -5 | -7 |
| O=C1c2ccc([N+](=O)[O-])cc2C(=O)N1CN(C(=O)c1ccccc1)c1ccc(F)cc1 | -3 | -6 | -6 |
| CCC(CC)(NCN1C(=O)CN(c2ccccc2)C1=O)c1ccc(Cl)cc1 | 5 | -6 | x |
| CCOc1c(CC)cnc2c1c(=O)n(CC(=O)NC1CCCC1)c(=O)n2C | -4 | 0 | x |
| O=C(NCCn1nc(-c2ccncc2)ccc1=O)c1ccc(-c2ccccc2)cc1 | 8 | -9 | x |
| COCCN(Cc1c(C)nn(C(C)C)c1C)CC1CCCN(C2Cc3ccccc3C2)C1 (stereo not drawn) | 0 | -10 | -12 |
| Cc1ccc(-c2nn(CC(=O)Nc3ccc(F)cc3)c(=O)c3nc(C)sc23)cc1 | 10 | 8 | -3 |

Part of the list above, set out differently.
> O=C1c2ccc([N+](=O)[O-])cc2C(=O)N1CN(C(=O)c1ccccc1)c1ccc(F)cc1
  NPYLR7 agonist: -3 | hcGAS lum: -6 | mcGAS lum: -6
> CCC(CC)(NCN1C(=O)CN(c2ccccc2)C1=O)c1ccc(Cl)cc1
  NPYLR7 agonist: 5 | hcGAS lum: -6 | mcGAS lum: x
> CCOc1c(CC)cnc2c1c(=O)n(CC(=O)NC1CCCC1)c(=O)n2C
  NPYLR7 agonist: -4 | hcGAS lum: 0 | mcGAS lum: x
> O=C(NCCn1nc(-c2ccncc2)ccc1=O)c1ccc(-c2ccccc2)cc1
  NPYLR7 agonist: 8 | hcGAS lum: -9 | mcGAS lum: x

Later entries:
| smiles | NPYLR7 agonist | hcGAS lum | mcGAS lum |
| --- | --- | --- | --- |
| Cc1nc(C(F)(F)F)nc(N2CCc3nnc(C4CCCO4)n3CC2)c1C (stereo not drawn) | -4 | -6 | x |
| O=C1NCCN1CCNS(=O)(=O)c1ccc2ccccc2c1 | -1 | -1 | x |
| O=S(=O)(c1ccc(F)cc1)N1CCCC(OCc2cc(F)cc(F)c2)C1 (stereo not drawn) | -2 | -4 | -5 |
| CCOC(=O)COc1ccc(C)cc1-c1ccno1 | -2 | -4 | x |
| CNc1cccc(-c2ccccc2O)n1 | 2 | -3 | x |

Bioassay records deposited in PubChem BioAssay by Fisher Drug Discovery Resource Center.
